GPR151 ag – activators of human GPR151, primary screen, cell-based, PathHunter beta-arrestin, luminescence. PathHunter beta-arrestin GPR151 cells. AID 1508602, 2020. 1% of 650,000 active. G-protein coupled receptor 151 (Homo sapiens), Q8TDV0. activation, % at 11.2 µM; in the data active means activation above about 4.9%;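 further: 0% = median of compound wells and 100% = cells with positive control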
Target sequence (Q8TDV0 whole entry, looked up): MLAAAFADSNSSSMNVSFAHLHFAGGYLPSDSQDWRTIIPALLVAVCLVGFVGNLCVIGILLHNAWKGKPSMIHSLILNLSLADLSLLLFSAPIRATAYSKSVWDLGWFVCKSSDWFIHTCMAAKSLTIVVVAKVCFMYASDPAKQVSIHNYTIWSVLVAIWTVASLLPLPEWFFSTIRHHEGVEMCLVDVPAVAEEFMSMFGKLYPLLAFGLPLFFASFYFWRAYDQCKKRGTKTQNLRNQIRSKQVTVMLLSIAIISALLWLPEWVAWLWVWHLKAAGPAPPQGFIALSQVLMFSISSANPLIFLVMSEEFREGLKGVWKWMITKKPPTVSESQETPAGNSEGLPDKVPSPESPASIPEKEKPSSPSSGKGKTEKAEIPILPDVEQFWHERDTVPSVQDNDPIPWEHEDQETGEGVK
TEAD-YAP block – TEAD-YAP interaction inhibition, primary screen, TEAD-YAP interaction inhibitor project, luminescence, HEK-TIYL cells. TEAD-Gal4/YAP UAS-luciferase luminescence. inhibition, % at 9.12 µM. 1.4% of 640,000 active; in the data active means inhibition above about 32%;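 further: 0% = median of test compound wells and 100% = reference inhibitor wells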
FBW7 activator – FBW7 E3 ligase activators, primary screen, biochemical, AlphaScreen, human. F-box/WD repeat-containing protein 7 (Homo sapiens), Q969H0. AlphaScreen FBW7–phospho-cyclin E peptide binding, activator screen. normalized activity (activation), % at 26.1 µM. 0.13% of 650,000 active. AID 1259310, 2017; in the data active means normalized activity above about 1.9%;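 further: purified mutant Fbw7 with reduced substrate affinity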
MITF primary – MITF inhibitors, primary screen, biochemical, AlphaScreen, human; Microphthalmia-associated transcription factor (Homo sapiens), O75030; AlphaScreen MITF homodimerization, bead proximity signal; inhibition, % at 2.6 µM; 0.91% of 650,000 active; AID 1259374, 2018; in the data active means inhibition above about 50%;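 further: 0% = vehicle wells with protein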
Target sequence (O75030 whole entry, looked up): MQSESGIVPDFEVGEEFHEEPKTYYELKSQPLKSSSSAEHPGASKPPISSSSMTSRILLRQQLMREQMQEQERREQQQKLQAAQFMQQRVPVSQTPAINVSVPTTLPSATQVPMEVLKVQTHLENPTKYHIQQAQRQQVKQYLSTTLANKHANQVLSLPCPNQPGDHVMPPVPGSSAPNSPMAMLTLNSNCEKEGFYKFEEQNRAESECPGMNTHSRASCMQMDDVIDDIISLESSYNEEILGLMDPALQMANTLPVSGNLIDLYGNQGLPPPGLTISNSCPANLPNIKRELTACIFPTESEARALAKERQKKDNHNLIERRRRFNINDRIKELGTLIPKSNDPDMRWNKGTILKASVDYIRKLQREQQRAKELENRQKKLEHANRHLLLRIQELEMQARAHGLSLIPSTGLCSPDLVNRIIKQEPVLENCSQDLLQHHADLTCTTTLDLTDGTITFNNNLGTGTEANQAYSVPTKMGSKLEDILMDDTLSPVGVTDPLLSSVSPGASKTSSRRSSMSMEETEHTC
* hit, by the source's call; · = no result given; & = joins results of further samples. Random draw from the library. About 3.5% of those tested had a hit in this group.

Value order – GPR151 ag, TEAD-YAP block, FBW7 activator, MITF primary
O=C1CCCN1CCn1cnc2c(NCCc3ccc(O)cc3)nc(Nc3ccc(N4CCOCC4)cc3)nc21
  0.1, 16, 0.0, -6
Cc1cc(=O)oc2cc(OCC(=O)NNC(=O)c3ccccc3F)ccc12
  0.4, 3, 0.3, 6
CCOc1ccc2sc(SCC(=O)NC(C)(C)C)nc2c1
  0.7, 10, 0.0, 14
C=CCn1cc(C(=O)N2CCN(C)CC2)c(=O)c2cc(S(=O)(=O)N3CCCC3)ccc21
  0.6, -8, 0.1, -4
CC(=O)CSc1nnc2c(n1)[nH]c1ccccc12
  -0.6, -60, 0.0, -3
COC(=O)CC[C@H](NC(=O)C1CC(Cc2cccc(OC)c2)=NO1)C(=O)OC (stereo not given in full)
  -1.1, -56, -0.2, -8
COc1cc(Nc2nc(SCc3ccc(C(C)(C)C)cc3)nc3ccccc23)cc(OC)c1
  0.7, 2, 0.1, 3
Cc1ccccc1NC(=O)CSc1nc(O)c(Cc2ccccc2)c(=O)n1-c1ccccc1
  -1.0, -2, -0.1, -5
Cn1ccnc1N1CCN(C(=O)Cc2cccc3ccccc23)CC1
  -0.9, -3, -0.2, 4
CS(=O)(=O)N(CC(=O)NC1CC2CCC1C2)c1cc(Cl)c(Cl)cc1Cl (stereo not given)
  1.3, 5, 0.1, 4
S=C(Nc1ccccc1Cl)N(CCCN1CCCC1)Cc1cccs1
  0.7, 2, 0.8, 0
COc1cccc(C(c2sc3ncnn3c2O)N2CCOCC2)c1 (stereo not given)
  -1.2, -3, -0.2, -9
COc1ccc(C2CC(c3c(C)nc4ccc(Cl)cc4c3-c3ccccc3)=NN2C(=O)CCC(=O)O)cc1 (stereo not given)
  -0.5, -13, 0.2, -5
C[C@@H](O)[C@@H]1NC(=O)[C@H]2CN(Cc3cccc(F)c3)CCN2C1=O
  -0.2, 9, -0.3, 6
CS(=O)(=O)N(CC(=O)N1CCCCCC1)c1cccc([N+](=O)[O-])c1
  4.0, 0, 0.1, -10
O=C(O)c1ccccc1NC(=O)c1ccccc1Nc1ccccc1
  1.6, -16, 0.4, 18
COc1ccc(CN2CCC(Oc3cc(C(=O)NC4CC4)ccc3OC)CC2)c(O)c1
  -0.6, -2, -0.1, 2
OCC1(CCOc2ccccc2)CCN(Cc2nc3ccccc3s2)CC1
  1.1, 10, -0.1, 3
O=C(CN1C(=O)CCC1=O)Nc1nc(-c2ccncc2)cs1
  3.9, -10, -0.5, 2
Cc1cccc2cc(C#N)c(SCC(=O)Nc3ccc(N4CCOCC4)cc3)nc12
  -0.6, 3, 0.2, 15

Part of the list above, reduced to TEAD-YAP block, FBW7 activator and GPR151 ag.
| Compound | TEAD-YAP block | FBW7 activator | GPR151 ag |
| --- | --- | --- | --- |
| COC(=O)CC[C@H](NC(=O)C1CC(Cc2cccc(OC)c2)=NO1)C(=O)OC (stereo not given in full) | -56 | -0.2 | -1.1 |
| O=C1CCCN1CCn1cnc2c(NCCc3ccc(O)cc3)nc(Nc3ccc(N4CCOCC4)cc3)nc21 | 16 | 0.0 | 0.1 |
| S=C(Nc1ccccc1Cl)N(CCCN1CCCC1)Cc1cccs1 | 2 | 0.8 | 0.7 |

The results go on.
Value order – GPR151 ag, TEAD-YAP block, FBW7 activator, MITF primary
COc1ccc(Oc2nc(-c3ccccc3)c3cc(C)ccc3n2)cc1
  1.6, -11, 0.1, -18
COc1ccc(C2Nc3ccccc3NC3=C2C(=O)CC(c2ccccc2)C3)cc1O (stereo not given)
  -0.2, 0, -0.1, -1
Cc1ccc(C(=O)COC(=O)c2ccc3c(c2)C(=O)N(c2c(C)n(C)n(-c4ccccc4)c2=O)C3=O)cc1[N+](=O)[O-]
  3.2, -1, -0.1, 3
O=C1c2sc3nnc(-c4cccs4)c(=O)n3c2C(=O)N1Cc1ccccc1
  -0.9, 8, 0.0, -1
Cc1ccc(-c2cnn3c(N4CCC(O)CC4)ccnc23)cc1C
  0.0, -83, 0.3, 2
COc1ccc(Nc2ncnc3c2cnn3-c2ccc(C)cc2C)cc1OC
  1.1, 0, -0.1, 9
O=C(Cn1cnc2sc3c(c2c1=O)CCCC3)N1CCC2(CC1)OCCO2
  -1.2, 1, 0.0, 4
O=C(O)c1ccc(Nc2ccc([N+](=O)[O-])cn2)cc1
  -3.4, 8, -0.1, -4
c1ccc(CNc2ncnc3c2ncn3C2CCCCO2)cc1 (stereo not given)
  0.5, -46, -0.1, -6
COc1cccc(-c2cnc3ccc(NCc4cc(OC)c(OC)c(OC)c4)nn23)c1
  0.2, 5, -0.4, 7
CCCCC[C@H](O)/C=C/[C@H]1CCC(=O)[C@@H]1CCCCCCC(=O)O
  -0.1, ·, ·, 12
CCN(CC)C(=O)c1ccc2c(=O)n(-c3cc(OC)ccc3OC)c(=S)[nH]c2c1
  0.3, 0, -0.2, -6
S=c1sc2c(s1)SCC1(CS2)OCCO1
  1.2, 8, -0.1, -7
O=C(O)c1ccccc1-c1nc2cc(Cl)ccc2c(=O)n1O
  -0.6, 3, 0.1, 13
COc1cc(Cl)c(C2C(C#N)=C(N)OC3=C2C(=O)CC(C)(C)C3)cc1OC (stereo not given)
  -1.3, 9, 0.0, 9
CCc1ccc(N2C(=O)c3ccccc3NC2c2ccc3c(c2)OCO3)cc1 (stereo not given)
  -1.3, -63, 0.2, 9
COc1ccc(-c2nsc3c(=O)n(CCCN4CCCC4=O)cnc23)cc1
  0.3, -17, -0.2, -8
CC(=O)c1c(C)oc2ccc(N(C(=O)c3ccc([N+](=O)[O-])cc3)S(=O)(=O)c3ccccc3)cc12
  0.2, -2, -0.1, 7
CC(=O)c1ccccc1OCCN1CCN(C)CC1
  -1.0, -2, -0.3, 48
COc1cc(/C=C(\C#N)c2nc3ccc(C)cc3[nH]2)ccc1Oc1ccc(C(F)(F)F)cc1[N+](=O)[O-]
  -1.7&0.0, 1&-5, 0.0&0.2, -2&11
C=C(C)CN(CC)Cc1cc(Cl)ccc1O
  2.1, 3, 0.2, -6
CCc1nn(CC(=O)NCc2cccc(Br)c2)c(=O)c2cc3occc3n12
  -0.1, 9, 0.0, 4
COc1cccc(C2C=C(c3ccc(Cl)cc3)Nc3nnnn32)c1 (stereo not given)
  -0.2, 5, 0.1, 14
O=C(CNC(=O)c1ccc(F)cc1)N=Nc1c(O)[nH]c2ccccc12
  2.2, 11, -0.2, 12
CN(c1ccc(C(=O)N/N=C/c2ccc([N+](=O)[O-])cc2)cc1)S(=O)(=O)c1ccccc1
  -0.5, 0, 0.0, 13
O=S1(=O)CCC(N2CCN(Cc3nc(Nc4ccccc4)c4ccccc4n3)CC2)C1 (stereo not given)
  -0.4, -1, -0.1, -8
Cc1ccc(C)c(S(=O)(=O)/N=C(\c2ccc(Cl)cc2)N2CCOCC2)c1
  -1.5, -1, 0.0, -9
Cc1cc(C)nc(/N=C(\N)Nc2ccc(Cl)c(Cl)c2)n1
  -1.4&0.1, -2&-6, -0.1&0.0, 9&13
COc1ccc(Cl)cc1NC(=O)c1snc2c(=O)[nH]cnc12
  -0.9, 4, 0.3, 3
O=C(O)[C@@H]1CSC(c2ccc3c(c2)OCO3)N1 (stereo not given in full)
  -0.7, 12, -0.1, 4
O=C(NC1CCN(Cc2ccccc2)CC1)c1ccc2c(=O)n(Cc3ccc(Cl)cc3)c(=S)[nH]c2c1
  0.3, 1, 0.1, 20
CCCc1cc(C(=O)N2CCC[C@H](Cn3cc(C(=O)NCCOC)nn3)C2)no1
  2.1, 1, 0.1, 15
COc1cc2c(cc1OC)/C(=C/[N+](=O)[O-])NC(C)(C)C2
  -1.1, -1, 0.6, 13
CC1C2CC(CC2c2ccc(O)cc2)C1(C)C (stereo not given)
  2.8, -1, -0.1, 18
COc1ccc(C(=O)NCC(=O)OCc2ccc(F)cc2)cc1
  -0.9, -1, 0.0, -13
CCCCCCCCCCCCCCCCOC[C@H](COP(=O)(O)OCC[N+](C)(C)C)OC(=O)NC
  0.6, ·, ·, -25
COc1cc(OC)cc(C(=O)Oc2ccc3c(c2)C(C)=CC(C)(C)N3)c1
  0.7, -17, -0.3, -11
CC(C)(C)C1CCC(OCC(O)CN2CCN(c3ccccn3)CC2)CC1 (stereo not given)
  1.5, 8, -0.1, 0
COc1cccc(C2(O)CSC3=C(C#N)C(c4ccc(OC(C)C)cc4)CC(=O)N32)c1 (stereo not given)
  -0.2, -7, 0.0, 9
Cc1nc2sc(C(=O)c3ccc(F)cc3F)c(N)c2c(C)c1Cl
  1.3, -8, 0.1, -11
Cc1cccc(OCC(=O)OCCN=C2NS(=O)(=O)c3ccccc32)c1
  0.4, -5, 0.1, 1
COCCNC(=O)Cc1ccc(NC(=O)NC2CC2)cc1
  3.2, 2, 0.1, 5
CC(=O)N1CCN(c2ccc([N+](=O)[O-])c(NC(=O)CN3CCOCC3)c2)CC1
  1.1, 4, -0.3, -9
O=c1c2sccc2nc(SCc2cccc(F)c2)n1Cc1ccccc1F
  -1.1, -8, 0.1, 6
Cc1[nH]c2c(-n3c(C)cc(C(F)(F)F)cc3=O)cccc2c1C
  1.0, 3, -0.1, 53*
COc1ccc(-n2nc(C(=O)Nc3ccccc3OC)c3ccccc3c2=O)c(OC)c1
  -0.7, -3, 0.6, 23
COc1ccc(N2C(N)=C(C#N)C(c3ccc([N+](=O)[O-])cc3)C3=C2CCCC3=O)cc1 (stereo not given)
  -1.1, 1, 0.3, 21
COC(=O)C1=C(N)OC2=C(C(=O)CC(c3ccccc3)C2)C1c1cccc(Cl)c1 (stereo not given)
  2.0, -7, 0.0, 0
CC1=C(C)CC2C(=O)N(c3ccccc3C)C(=O)C2C1 (stereo not given)
  -0.3, -2, -0.1, -10
CC(=O)Nc1ccc(NC(=O)C2CCCN2C(=O)Nc2cccc(F)c2)cc1 (stereo not given)
  -0.6, 4, 0.4, 11

Additional results.
Value order – GPR151 ag, TEAD-YAP block, FBW7 activator, MITF primary
COc1ccc(N(CC(=O)Nc2ccc(Cl)c(Cl)c2)S(=O)(=O)c2ccccc2)c(OC)c1
  -1.4, 11, 0.4, 13
COc1ccc(Cl)cc1NC(=O)NNC(=O)c1ccc(-c2ccccc2)cc1
  -1.6, -4, -0.1, 7
Cc1ccc(-n2nc3c(c2NC(=O)C2CCCCC2)CS(=O)(=O)C3)cc1
  -0.9, 0, -0.1, 16
Cc1ccc(OC(C)C(=O)Nc2ccc(S(=O)(=O)N3CCOCC3)cc2)cc1 (stereo not given)
  -0.1, -8, -0.2, -12
COc1ccc(S(=O)(=O)n2ccnc2)c2cccnc12
  -0.8, 2, 0.8, -10
COc1cc(-c2nc(-c3ccc(C)c(C)c3)c(-c3ccc(C)c(C)c3)[nH]2)cc(OC)c1O
  1.1, -25, -0.1, -2
Cc1ccc2c(c1)-c1c(ssc1=S)C(C)(C)N2C(=O)CN1CCC(C(N)=O)CC1
  1.9, 0, 0.1, 7
CC(=O)Nc1ccc(NCCC#N)cc1
  -0.8, -6, -0.2, 8
CS(=O)(=O)c1ccccc1C(=O)Nc1nc2c(F)cccc2s1
  -0.2, 5, -0.2, 2
CN(C)S(=O)(=O)c1ccc(NC(=O)CC(C)(C)C)cc1
  -0.6, -7, -0.1, -4
Cc1cc(-c2ccc(S(=O)(=O)NC3CCCc4ccccc43)cc2)on1 (stereo not given)
  -0.9, 10, 0.1, 7
CCSC1=C(C#N)C(c2cccc(Cl)c2Cl)CC(=O)N1 (stereo not given)
  -1.6, -14, -0.1, -4
Cc1cccc(C(=O)Nn2c(-c3cccs3)nc3ccccc3c2=O)c1
  -1.8, 4, -0.1, -3
COc1ccc(-c2nc(C)c(CCNC(=O)c3cccs3)s2)cc1
  1.0, -35, -0.1, 4
COc1ccc(-c2n[nH]c(=S)n2/N=C/c2ccco2)cc1OC
  -0.5, -3, -0.1, 7
Nc1ccc(Br)cc1C(NCC(=O)O)c1ccccc1Cl (stereo not given)
  1.3, 2, 0.5, 4
O=C(Cc1c(F)cccc1Cl)N(c1ccc(Cl)cc1)c1nc2ccc(Cl)cc2s1
  0.0, -8, -0.1, 3
Cc1ccc(C(=O)/C=C/Nc2ccccc2O)o1
  -0.6, -62, -0.3, 3

Full records from above. Order of screens: GPR151 ag | TEAD-YAP block | FBW7 activator | MITF primary
`O=C(Cc1c(F)cccc1Cl)N(c1ccc(Cl)cc1)c1nc2ccc(Cl)cc2s1` in the list: 0.0 | -8 | -0.1 | 3
`Cc1cccc(C(=O)Nn2c(-c3cccs3)nc3ccccc3c2=O)c1` in the list: -1.8 | 4 | -0.1 | -3

High-throughput results: PubChem, The Scripps Research Institute Molecular Screening Center
